OX1R antag-1: antagonists of human orexin 1 receptor (OX1R); O43613; OX1R-expressing cells, FRET antagonist read-out; inhibition, % at 6.6 µM; 330,000 tested, 1.8% active; AID 485270; in the data active = inhibition mostly above about 38%, no sharp cut-off; inactive = mostly below about 40%;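 note: 0% = agonist challenge alone and 100% = reference antagonist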
Target sequence (O43613 whole entry, looked up): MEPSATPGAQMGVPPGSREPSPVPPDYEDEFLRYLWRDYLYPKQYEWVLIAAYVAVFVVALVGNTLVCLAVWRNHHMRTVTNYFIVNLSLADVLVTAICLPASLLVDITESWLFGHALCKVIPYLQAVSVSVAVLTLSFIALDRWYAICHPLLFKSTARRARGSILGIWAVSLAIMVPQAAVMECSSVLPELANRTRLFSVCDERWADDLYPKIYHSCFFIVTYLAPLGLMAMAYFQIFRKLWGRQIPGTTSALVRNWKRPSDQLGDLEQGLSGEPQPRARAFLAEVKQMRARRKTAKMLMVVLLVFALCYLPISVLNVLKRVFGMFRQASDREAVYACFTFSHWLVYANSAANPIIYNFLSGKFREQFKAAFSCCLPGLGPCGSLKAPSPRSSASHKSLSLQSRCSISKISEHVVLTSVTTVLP
OX1R antag-2: blocks the human orexin 1 receptor. CHO/OX1R cells, Fluo-8 calcium fluorescence, orexin A. AID 434989. O43613. 330,000 tested, 0.43% active. inhibition, % at 5 µM;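 active = inhibition above its plate's threshold, mean inhibition of all tested compounds on the plate plus 3 SD, cut at about 37% in these data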;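 note: 0% = orexin A challenge wells and 100% = SB-334867-A antagonist wells; not every result past the cut was called active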
The depositor's hits bear a star.

SMILES	OX1R antag-1	OX1R antag-2
O=C1c2[nH]nc(-c3ccccc3O)c2C(c2ccccc2F)N1Cc1ccco1 (configuration not stated)	-2	-40
COc1cccc(/C=N/n2nnnc2N)c1OCC#N	3	-7
C=C1c2ccc(C)cc2NC(=O)N1c1ccccc1	2	-12
CCOc1ccc(C2NCCc3cc(OC)c(OC)cc32)cc1OC (configuration not stated)	11	-22
CCOc1ccccc1OCCCC(=O)NNC(=O)c1cc(C)oc1C	6	-7
O=C(c1ccc(F)cc1)N1CCCC(N2CCN(Cc3ccc4c(c3)OCO4)CC2)C1 (configuration not stated)	17	-11
N#C/C(=C\c1c(Oc2ccc(Cl)cc2)nc2ccccn2c1=O)C(=O)NC1CCS(=O)(=O)C1 (configuration not stated)	37	-5
CCNC(=O)N(CC)C[C@H]1N[C@@](CC)(C(=O)OC)[C@H]2C(=O)N(Cc3ccccc3)C(=O)[C@@H]12	-5	4
Cc1sc2ncn(CC(=O)OCC(=O)NC(C)(C)C)c(=O)c2c1C	17	-18
CCCSc1nc2c(cnn2-c2ccccc2)c(=O)[nH]1	29	-23
Cc1nnc(SCC(=O)NC(C)(C)C)n1NCc1cccc(Br)c1	3	-18
CCCCCc1nc2c(=O)n(C)c3ccccc3c2o1	21	-29
CC(C)Oc1ccc(CNC(=O)Cn2ccc3cc(S(=O)(=O)N4CCCC4)ccc32)cc1	15	-19
Cc1ccc(C)c(OCc2cc(C(=O)N3CCN(c4ccccc4C)CC3C)no2)c1 (configuration not stated)	38	-37
C#CCOCCOCCOCCNc1nc(N2CCN(C(=O)[C@H](Cc3cc4ccccc4[nH]3)n3cc(C(N)CC(C)C)nn3)CC2)nc(N2CCN(C(=O)[C@H](CCC(=O)O)n3cc(C(N)[C@H](C)CC)nn3)CC2)n1 (some centres not stated)	30	-1
Cc1ccc(S(=O)(=O)N2CCC(=O)N(CCOCc3ccc(F)cc3)CC2)cc1	28	-23
C/C(=C\c1ccccc1)C(=O)NCc1ccco1	3	3
CCOC(=O)CN1C(=O)S/C(=C\c2ccc3c(c2)OCO3)C1=O	-10	-23
CCn1cc(C2=NC(C(C)C)CO2)c2ccccc21 (configuration not stated)	9	-18
CC1CCN(S(=O)(=O)c2ccc3c(c2)oc(=O)n3CC(=O)N2c3ccccc3CC2C)CC1 (configuration not stated)	0	-16

The last 4 entries of the part above open the next one:
SMILES	OX1R antag-1	OX1R antag-2
C/C(=C\c1ccccc1)C(=O)NCc1ccco1	3	3
CCOC(=O)CN1C(=O)S/C(=C\c2ccc3c(c2)OCO3)C1=O	-10	-23
CCn1cc(C2=NC(C(C)C)CO2)c2ccccc21 (configuration not stated)	9	-18
CC1CCN(S(=O)(=O)c2ccc3c(c2)oc(=O)n3CC(=O)N2c3ccccc3CC2C)CC1 (configuration not stated)	0	-16
Nc1nn(-c2ccccc2)nc1C(=O)OCc1ccccc1	12	-16
CCN(CC)c1nc2ccccc2[nH]c1=O	7	-17
CCCCNCCOCCSc1ccc(Cl)cc1	-2	-15
Cc1ccc(N/C(N)=N/c2nc(CSc3nnc(N)s3)cc(=O)[nH]2)cc1	23	-18
Cc1cc(NC(=O)Nc2ccccc2[N+](=O)[O-])no1	2	-4
CCN(CC)c1ccc(NC(=O)/C=C\c2ccccc2Cl)cc1	40*	12
COc1ccc(C(=O)C2CCCN(C(=O)c3ccccc3C(C)=O)C2)cc1F (configuration not stated)	30	-26
CCOc1cc(C2C(C#N)=C(N)OC(C)=C2C(C)=O)c(Br)c(Br)c1OC(C)C (configuration not stated)	-1	-14
COc1cccc(-n2c(C)nn(CCOc3ccccc3)c2=O)c1	13	-18
Cc1ccc(CN/C=C/C(=O)c2ccc(Br)cc2)cc1	18	-26

Compound profiles (already shown). Values in the order: OX1R antag-1	OX1R antag-2
Cc1ccc(N/C(N)=N/c2nc(CSc3nnc(N)s3)cc(=O)[nH]2)cc1 reads 23	-18
Nc1nn(-c2ccccc2)nc1C(=O)OCc1ccccc1 reads 12	-16
CCN(CC)c1nc2ccccc2[nH]c1=O reads 7	-17

(further entries)
SMILES	OX1R antag-1	OX1R antag-2
C=CCNC(=O)c1ccccc1NC(=O)C1CC(=O)N(C(C)C)C1 (configuration not stated)	2	-8
COc1ccc(C(=O)Nc2ccc(N3CCN(c4ccc(OC)cc4)CC3)c(C#N)c2)cc1	4	-10
CC(=O)Nc1ccc(N2CCc3c(C)c(C#N)c4nc5ccccc5n4c32)cc1	7	-20
O=C(CN(C(=O)CNC(=O)c1ccco1)c1ccc(F)c(Cl)c1)NC1CCCCC1	13	-20
O=C(CCNC(=O)c1ccccc1Cl)NCC(c1ccco1)N1CCCC1 (configuration not stated)	4	-8
COc1ccc(NC(=O)c2c(C(F)(F)F)nn(C)c2SCc2ccccc2Cl)cc1	6	-20
O=C(NCC1CCCO1)c1cccc(S(=O)(=O)N(Cc2ccccc2)c2ccccc2)c1 (configuration not stated)	16	-17
COC(=O)CC1Nc2ccccc2SC1=O (configuration not stated)	6	3
COc1ccc(C(CNC(=O)C2COc3ccccc3O2)N2CCCC2)cc1 (configuration not stated)	0	-28
COc1ccc2c(=O)c3c(=O)n(Cc4ccco4)c(-c4ccco4)nc3oc2c1	9	-19
O=C(COC(=O)CC1CC2CCC1C2)NC(=O)NC1CCCC1 (configuration not stated)	2	-22
O=C(CN1C(=O)/C(=C/c2ccc(F)cc2)SC1=S)N1CCN(CCc2ccccn2)CC1	29	5
C[C@@H]1C=C(C(=O)NCc2nc3ccccc3[nH]2)O[C@H](OCc2ccc(CO)cc2)C1	10	-48
CCOc1ccc(C(=O)CCC(=O)N(CC)CC(=O)NCc2cccs2)cc1	18	-36
O=C(OCc1ccc(F)cc1Cl)c1ccccn1	3	-18
Cc1ccc(S(=O)(=O)N(C)c2ccccc2C(=O)N2CCCC2)cc1	-1	-4
Cc1ccc(C)c(NC(=O)c2ccc(S(=O)(=O)C(F)F)cc2)c1	35	-5
Cc1ccccc1NC(=O)Cn1cnc2c(oc3ccccc32)c1=O	15	5
COc1ccc([C@@H](C)NC(=O)c2ccc3oc(C(C)C)nc3c2)cc1	14	-42
COc1ccc(-n2cnc3cc(N)ccc32)cc1	13	-17
COc1cccc(NC(=O)CSc2nnc(CNC(=O)c3ccccc3F)o2)c1	14	-2
COc1ccc(OC)c(S(=O)(=O)Nc2ccc(-c3ccc4nnc(C)n4n3)cc2)c1	13	-19
COc1cc(OC)c(C(=O)NNC(=O)c2ccccc2-n2cccc2)cc1OC	11	-4
O=C(N/N=C/c1ccc[nH]1)c1sc2ccccc2c1Cl	45	-18
Cc1cc(=O)[nH]c2c(C)c(N)ccc12	10	-15
Cc1ccc2nc3c(cc(C(=O)NCC4CCCO4)c(=N)n3CC3CCCO3)c(=O)n2c1 (configuration not stated)	140*	-14
COc1cccc(/C=N/NC(=O)c2ccoc2C)c1O	28	-18
O=C(O)c1cccc(NC2=C(N3CCOCC3)C(=O)c3ccccc3C2=O)c1	24	12
CCCc1c(C(=O)NNc2ccccc2OC)cnn1-c1ccccc1	18	-24
Cn1cccc1/C=N\NC(=O)c1cncc(Br)c1	5	-5
CCN(C(=O)C1CC1)C1CCS(=O)(=O)C1 (configuration not stated)	19	8
CC(CCN(C)C)OC(=O)c1ccc(C(C)c2ccccc2)o1 (configuration not stated)	14	-27
CCCCCc1c(C)[nH]c2nc3ccccc3n2c1=O	3	-24
CC(O)[C@H]1CNC(=S)N1CCc1cccc(F)c1 (some centres not stated)	12	-8
COc1cc(C)ccc1OCc1cc(C(=O)NC(C)Cn2cncn2)no1 (configuration not stated)	16	-12
O=C(N/N=C/C=C/c1cccc([N+](=O)[O-])c1)c1ccncc1	19	4
CCOC(=O)C1CCCN(C(=O)Nc2ccccc2)C1 (configuration not stated)	6	14
O=C(O)c1ccc(Nc2nc3ccc(Cl)cc3[nH]2)cc1	28	-5
COc1ccccc1NS(=O)(=O)c1ccc2c(c1)NC(=O)C(C)S2 (configuration not stated)	28	-15
CC1CN=C(N(C(=O)Nc2ccccc2)c2ccc(F)cc2)S1 (configuration not stated)	11	-24
Cc1n[nH]c(=S)n1Cc1ccccc1	3	-2
CCOC(=O)N1CCN(C(=O)/C(=C/c2ccccc2OC)NC(=O)c2ccccc2)CC1	4	-13
C/C(=N\NC(=O)C(O)c1ccccc1)c1ccc(Cl)cc1 (configuration not stated)	15	-2
CCC(=O)N1CCc2nc(-c3ccccc3)sc2C1	13	-20
Cn1c(CNC(=O)c2ccccc2)nnc1SCC(=O)Nc1nccs1	11	-18
Cc1nnc(NC(=O)CSC2CCCCC2)s1	9	-3
CC(CCc1ccccc1)NC(=O)CNC(=O)c1ccccc1Br (configuration not stated)	18	-19
CCOc1ccccc1NC(=O)CSc1nc2cccnc2n1C	53*	5
COC(=O)c1cc(CC(=O)c2ccc(O)cc2O)c(C)o1	4	3
O=C(CSc1nnnn1-c1ccccc1)NC1CCCc2ccccc21 (configuration not stated)	10	-27

OX1R antag-1, what is marked active above
SMILES	OX1R antag-1	OX1R antag-2
CCN(CC)c1ccc(NC(=O)/C=C\c2ccccc2Cl)cc1	40*	12
Cc1ccc2nc3c(cc(C(=O)NCC4CCCO4)c(=N)n3CC3CCCO3)c(=O)n2c1 (configuration not stated)	140*	-14
CCOc1ccccc1NC(=O)CSc1nc2cccnc2n1C	53*	5

(more compounds)
SMILES	OX1R antag-1	OX1R antag-2
O=C1NC(=O)N(Cc2ccccc2)C1=O	-6	-7
COc1cc(OC)c(NS(=O)(=O)c2ccc(Cl)c(C(=O)OC(C)C(=O)N3CCCC3)c2)cc1Cl (configuration not stated)	28	-6
O=c1c2c(nc3c(-c4ccc(Cl)cc4)c[nH]n13)CCC2	5	-21
O=C(Nc1ccccc1C(=O)O)c1ccc2ccccc2n1	10	-1
CC1(C)Cn2c(nc(=O)c3c2NCN(CCc2ccccc2)C3)S1	9	6
CCC(=O)NNC(=O)c1c(O)c2ccccc2[nH]c1=O	-1	-13
COc1ccc(C2=NN(C(=O)CCC(=O)O)C(c3ccccc3F)C2)cc1 (configuration not stated)	5	-5
Fc1ccccc1N=C1NN=C(c2ccccc2)CS1	-2	0
COc1ccc(C(=O)Nc2cc(C)nn2-c2cccc(F)c2)cc1	6	-16
Cc1cccc(C)c1-n1c(C)nn(CCOc2ccccc2)c1=O	14	-18
C[C@H](CO)N1C[C@H](C)[C@H](CN(C)S(=O)(=O)c2cn(C)cn2)Oc2ccc(NC(=O)Nc3ccc(C(F)(F)F)cc3)cc2CC1=O	2	-1
COc1cc(Cl)ccc1S(=O)(=O)n1nc(C)cc1C	13	-8
COc1ccc(/C=C/C(=O)c2ccc(OC)cc2OC)c(OC)c1	51*	-16
Cc1ccc(C)c(Cc2c(C)nc3c(C(=O)NCc4ccc5c(c4)OCO5)cnn3c2C)c1	9	-42
Cc1ccc(S(=O)(=O)NCC(=O)Nc2cccc([N+](=O)[O-])c2)cc1	-11	-25
CC1(C)CC(=O)N(c2cccc(C(F)(F)F)c2)C(=O)C1	15	8
COc1ccccc1C1(CCNC(C)c2cccs2)CCOC(C(C)C)C1 (configuration not stated)	5	-25
COc1cc2c(cc1OC)CN(c1ncccc1[N+](=O)[O-])CC2	0	-22
O=C(NC1CCN(Cc2ccccc2)CC1)c1ccccc1OCc1ccccc1Cl	38	-17
O=C(Nc1cc(C(F)(F)F)ccc1-n1cncn1)C1CC1	22	16
Cc1ccc(SCCC(=O)NC2CC2)cc1	11	2
NCC(=O)NCC(=O)NC[C@H]1O[C@@H](n2cnc3c(N)ncnc32)[C@H](O)[C@@H]1O	7	-7
COc1ccccc1N1CCN(CC(O)COc2ccc(C)c(C)c2)CC1 (configuration not stated)	-6	-17
CCOC(=O)C1(Cc2ccccc2C)CCCN(C(=O)CCn2nccc2C)C1 (configuration not stated)	24	-36
CC(=O)N1CCOc2ccc(S(=O)(=O)Nc3cccc(C)c3)cc21	10	-19
COC(=O)c1sc(SC)c2c1CC(C)(C)C/C2=N/O	10	-25
CC(C)c1nnc(NC(=O)CCc2ccccc2)s1	5	-22
Cc1ccc(C)n1-c1ccc(N2CCOCC2)cc1	12	-16
Cc1cccc(C)c1NC(=S)N(CCN(C)C)C(C)c1ccccn1 (configuration not stated)	3	-8
Cc1ccc(NC(=O)C2C3C=CC4(O3)C2C(=O)N(CCN2CCOCC2)C4C(=O)NC2CCCCC2)cc1C (configuration not stated)	3	-21
COCCCNC(=O)CCn1c(=O)c2ccccc2n(CC(=O)NCCc2ccc(OC)c(OC)c2)c1=O	25	-11
Cc1c(NC(=O)C(C)OC(=O)CCc2ccccc2)c(=O)n(-c2ccccc2)n1C (configuration not stated)	23	-2
CCN1CCN(CCOc2cccc(Cl)c2Cl)CC1	8	-18
Cc1ccc(S(=O)(=O)NC(C(=O)Oc2ccc3c(C)c(Cl)c(=O)oc3c2)c2ccccc2)cc1 (configuration not stated)	2	-18
Cc1ccc2cc3c(N)c(C(=O)N4CCOCC4)sc3nc2c1	34	-32
CN(C)CCCNC(=S)N1CCC(c2nc3ccccc3[nH]2)CC1	5	-3
O=C(N/N=C/c1cc([N+](=O)[O-])ccc1O)Nc1ccccc1	23	-12
CCOC(=O)c1c(C)[nH]c(C(=O)COC(=O)CSCC(=O)N(CC)CC)c1C	15	-24

Random draw from the library; 2% or so of the library scored in one or more.
